# Phagocyt inh = inhibitors of macrophage phagocytosis, primary screen, imaging, J774A.1 cells, IgG beads; J774A.1 macrophage IgG-bead phagocytosis; inhibition, % at 5 µM; 110,000 compounds, 0.07% hits; AID 1029, 2008;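 active = inhibition above the mean of the plate negative controls plus 5 SD, cut at about 13% in these data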;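 note: phagocytic index as fraction of beads internalized from green versus red external bead signal; plate controls were DMSO negative control for no effect and cytochalasin-D positive control for full effect; some results beyond the cut were filed as inactive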
# NPY Y2 blocker = NPY-Y2 receptor antagonists, primary screen, cell-based; NPY-Y2 expressing cells, antagonist mode; inhibition, % at 2.7 µM; 140,000 compounds, 0.99% hits; AID 793, 2007; in the data active = inhibition above about 17%;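 note: 0% = vehicle with agonist challenge and 100% = reference antagonist with challenge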
# Target sequence (P49146 whole entry, looked up): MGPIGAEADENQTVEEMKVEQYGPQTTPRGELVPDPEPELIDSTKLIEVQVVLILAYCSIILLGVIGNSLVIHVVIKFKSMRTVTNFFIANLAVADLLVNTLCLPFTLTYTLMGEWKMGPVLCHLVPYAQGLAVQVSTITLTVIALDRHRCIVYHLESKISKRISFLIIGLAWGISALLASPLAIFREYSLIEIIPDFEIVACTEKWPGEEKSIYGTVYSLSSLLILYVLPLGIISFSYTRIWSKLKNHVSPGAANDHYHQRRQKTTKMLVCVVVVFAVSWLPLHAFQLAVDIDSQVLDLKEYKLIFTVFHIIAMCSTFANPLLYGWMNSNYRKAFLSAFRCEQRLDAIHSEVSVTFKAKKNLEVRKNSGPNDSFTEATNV
# Measles CPE = compounds protecting cells from measles virus cytopathic effect, primary screen, measles RdRp inhibitor project, single point, MLSMR library, absorbance; 140,000 compounds, 1.5% hits; protection (pct of control), % at 4 µM; Measles virus-infected cells, CPE protection; AID 841, 2007; in the data active = protection mostly above about 24%, no sharp cut-off; inactive = mostly below about 26%; note: some compounds called inactive have numbers as strong as hits
# PTEN del growth = growth suppression of PTEN-null HCT116, primary screen, cell-based, CellTiter-Glo | HCT116 PTEN-null viability, 60 h; stronger effect = lower value | AID 827, 2007 | viability, % at 10 µM | 140,000 compounds, 1.2% hits;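 active = viability at or below a set limit, 4 SD under the median of all tested compounds, cut at about 3.7% in these data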;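 note: PTEN knockout HCT116 line with beta catenin targeted HCT116 as companion control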
# bCat KO growth = primary screen for growth suppressors in beta-catenin knockout HCT116 cells (colon tumor, human) | HCT116 beta-catenin knockout viability, CellTiter-Glo, 60 h; stronger effect = lower value | viability, % at 10 µM | 140,000 compounds, 1.5% hits;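 active = viability at or under a set limit, the compound median less 4 SD, cut at about 6% in these data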;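 note: 0% = Hyamine 1622 control at 20 µM and 100% = untreated cell control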
# Yeast lifespan up = compounds extending yeast replicative lifespan, primary screen, S. cerevisiae, OD615 | S. cerevisiae growth with nicotinamide; deaD strain in restrictive glucose medium | AID 775, 2007 | inhibition of the nicotinamide effect, % at 10 µM | 130,000 compounds, 0.68% hits;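 active = inhibition above a set limit, placed 3 SD over the median of all compounds, cut at about 26% in these data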;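 note: 0% = nicotinamide-treated wells and 100% = cells grown without nicotinamide; some compounds called inactive have numbers as strong as hits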
#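 assay system = DeaD-strain S. cerevisiae | measured by = absorbance at 615 nm | probe or stimulus = nicotinamide 1.5 mM | buffer or medium = CSMM-D glucose medium, restrictive | times = 48 h at 30 °C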
# MRP-1 activ = H69AR viability gain despite doxorubicin, primary screen, MRP-1 activator project, H69AR cells, CellTiter-Glo; viability increase, % at 10 µM; viability rescue; 140,000 compounds, 0.61% hits;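 active = viability gain under doxorubicin at or above a set limit, the compound median plus 3 SD, cut at about 4.7% in these data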;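 note: MRP-1 overexpressing cells given doxorubicin 25 µM after compound pretreatment; 18-22 h compound pretreatment then 72 h with doxorubicin before readout; 0% = doxorubicin-only wells and 100% = vehicle-treated cells without doxorubicin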
# BB579 growth dn = growth inhibitors of yeast BB579 in restrictive medium, primary screen, yeast lifespan-shortening project, S. cerevisiae; OD615, 48 h; inhibition, % at 10 µM; 140,000 compounds, 0.51% hits;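 active = inhibition above a set limit, 3 SD over the mean compound inhibition, cut at about 44% in these data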; note: inactives centre near -24
#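 System: Saccharomyces cerevisiae DeaD strain BB579, replicative lifespan model yeast. Buffer or medium: restrictive glucose-based CSMM-D medium. Doses: one dose, 10 µM compound with 0.25% DMSO. Timing: 4 h preincubation and 48 h exposure at 30 °C. Detection: turbidity as optical density at 615 nm. Benchmarks: amphotericin B 10 µg/mL, positive.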
# GALR2 blocker = GALR2 antagonists in receptor-expressing cells, primary screen. antagonist mode. Galanin receptor type 2 (Homo sapiens), O43603. 140,000 compounds, 0.39% hits. inhibition, % at 4 µM. AID 828, 2007; in the data active = inhibition above about 27%;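 note: cells stimulated with galanin 1-16 at roughly its EC80; 0% = agonist challenge control and 100% = basal control without agonist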
# Target sequence (O43603 whole entry, looked up): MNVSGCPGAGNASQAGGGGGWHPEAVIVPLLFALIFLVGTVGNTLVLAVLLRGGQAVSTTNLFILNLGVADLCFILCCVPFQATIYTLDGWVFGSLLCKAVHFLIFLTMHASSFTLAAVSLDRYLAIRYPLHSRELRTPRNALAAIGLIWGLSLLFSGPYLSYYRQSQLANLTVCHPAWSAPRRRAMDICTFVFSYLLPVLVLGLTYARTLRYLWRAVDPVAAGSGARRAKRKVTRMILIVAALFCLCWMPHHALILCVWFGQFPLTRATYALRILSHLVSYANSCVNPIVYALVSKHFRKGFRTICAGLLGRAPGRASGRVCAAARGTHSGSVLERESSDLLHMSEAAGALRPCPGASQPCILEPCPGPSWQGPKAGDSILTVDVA
# E-sel TNF inh = E-selectin induction blockers in HUVEC – imaging, immunofluorescence, high content, primary screen; inhibition, % at 2 µM; HUVEC TNFa-induced E-selectin immunofluorescence; 120,000 compounds, 0.71% hits;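 active = inhibition above the batch mean plus 3 SD, and confirmed as a hit on visual image review, cut at about 43% in these data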;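 note: 0% = TNF-stimulated DMSO wells and 100% = unstimulated control wells; not every result past the cut was called active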
# * marks the source's active call; other numbers are inactive results; x = no result given.
SMILES,Phagocyt inh,NPY Y2 blocker,Measles CPE,PTEN del growth,bCat KO growth,Yeast lifespan up,MRP-1 activ,BB579 growth dn,GALR2 blocker,E-sel TNF inh
O=C(NCc1ccco1)c1cccc(S(=O)(=O)N2CCCCC2)c1,x,0,6,86,88,-6,-2.7,-30,1,-14
COc1ccc(OC)c(CNC(=O)CCc2nc(-c3cccs3)no2)c1,x,5,5,106,96,-2,-1.8,-36,-5,-31
CCCc1nc2sc3c(c2c(=O)n1NC(=O)c1ccco1)CC(C)(C)OC3,-3,-1,10,103,95,4,-1.5,-9,-3,15
COC(=O)c1nn(-c2ccc(-c3ccccc3)cc2)cc1O,0,8,5,88,91,-9,-4.6,-14,2,-29
Cc1cc(C)nc(SCc2nnc(SCC(=O)Nc3ncc(C)s3)n2Cc2ccco2)n1,x,3,32,87,83,-3,-2.9,-18,1,-45
COc1ccc(C(=O)OC(C)CN2CCOCC2)cc1OC (centres undefined),0,3,11,106,103,-2,1.1,-77,3,x
Cc1occc1-c1nnc(SCCCC(=O)c2ccc(F)cc2)n1C,0,3,3,97,84,-10,0.1,-80,2,-27
O=[N+]([O-])c1ccc(Cl)c(-c2ccc(/C=N/c3c(-c4ccco4)nc4ccccn34)o2)c1,x,0,6,85,91,-12,-2.8,-32,2,40
CC(Oc1ccc(-c2ccccc2)c(F)c1)c1ccn(S(=O)(=O)c2cccc3ccccc23)n1 (centres undefined),x,3,4,57,58,-23,4.6,-13,2,37
O=C(NCC1CCCO1)c1ccccc1 (centres undefined),1,4,13,104,95,-5,-1.4,8,0,-30
O=C(c1cc2ccccc2oc1=O)N(Cc1ccccc1)Cc1ccc2c(c1)OCO2,x,2,5,88,85,x,-1.1,-47,10,-5
O=C(CSc1c(Cl)cccc1Cl)NC1CCCc2ccccc21 (centres undefined),1,5,31,85,90,-4,-1.6,-4,-1,17
COC(=O)Nc1nc(Sc2ncc(C(F)(F)F)cc2Cl)n[nH]1,-3,2,5,100,95,2,-0.8,0,-4,x
Cc1cc(C)nc(N(C#N)CC(=O)c2ccccc2)n1,-4,7,9,85,89,-8,-0.8,11,6,0
CC(=O)N1CCN(C(=S)NCCc2ccccc2)CC1,-10,11,34,95,93,-1,-0.2,-2,3,x
Nc1nnc(CC(=O)N/N=C/c2cccc(OCCOc3ccccc3)c2)s1,0,-1,17,68,85,-10,-1.5,-40,-1,x
CCCSc1nnc(Nc2ccccc2C)s1,x,2,29,102,93,-19,-1.1,-40,14,-13
O=C(NC(=S)Nc1nc2c(ccc3ccccc32)s1)c1cccs1,-9,0,14,83,88,2,-1.4,-46,0,-26
O=C(COC(=O)CCS(=O)(=O)c1ccc(Cl)cc1)NCCc1ccc(Cl)cc1Cl,0,2,9,98,87,2,1.2,-18,0,-15
O=C(Cc1cccs1)Nc1nnc(Cc2ccc(F)cc2)s1,-1,0,41,78,95,-3,1.0,-4,-15,6
O=C(Nc1ccc2c(c1)OCO2)C1CCCCN1S(=O)(=O)c1ccc(F)cc1 (centres undefined),-4,0,7,69,74,-6,-3.2,-24,5,12
CC(=O)Nc1cc(C(=O)N2CCN(C)CC2)ccc1S(=O)(=O)c1ccc(C)cc1,0,3,21,97,88,-6,-3.1,-14,-10,41
CCOC(=O)c1[nH]c2c(c1C)C(=O)CC(c1ccc(OCC)c(OC)c1)C2 (centres undefined),1,0,4,102,102,2,-0.6,-60,-7,4
COc1ccc(-c2onc(C)c2-c2ccc(C(=O)OC(C)C)o2)c(O)c1,0,2,12,75,87,-11,-3.6,-25,-5,-5
COC(=O)c1ccc(CSc2nnc(NC(=O)C3CC(=O)N(c4ccc5c(c4)OCCO5)C3)s2)cc1 (centres undefined),-10,6,4,87,91,-2,-0.6,-18,-2,x
O=C1OC(Nc2ccc3ncccc3c2)c2ccccc21 (centres undefined),0,2,11,99,96,-5,-1.6,-25,15,-7
C=C(C)CSc1nc2c(cc1C#N)CCC2,0,1,18,102,100,-11,-0.3,-4,-1,x
COc1cc(O)oc1C=Nc1ccc(Oc2ccccc2)cc1,1,2,2,87,98,-26,-1.9,11,-7,20
BrC(/C=N/Nc1nc(N2CCOCC2)nc(N2CCOCC2)n1)=C/c1ccccc1,x,-4,4,39,60,-4,-3.6,10,2,-10
CC(=O)NS(=O)(=O)c1ccc(NC(=O)C(Sc2ccccc2)c2ccccc2)cc1 (centres undefined),0,1,17,103,101,-18,0.6,-68,1,-92
Cc1nc2ccccc2c(=O)n1CCN1CCOCC1,0,-1,6,82,98,2,-2.3,-39,-1,7
CCOc1ccccc1C(=O)NC(C(=O)OCC(=O)Nc1nnc(-c2ccccc2)o1)C(C)C (centres undefined),0,6,10,85,94,6,-0.5,-58,0,23
Cc1ccc(/C=C2/CCc3c([nH]c4ccccc34)C2=O)cc1,x,10,4,84,95,-21,-0.6,-28,-2,11
O=C(NCc1ccccc1)C1CCCN(S(=O)(=O)c2cccc3nonc23)C1 (centres undefined),-1,-1,4,99,94,-2,-0.8,4,-1,1
Cc1ccc(-c2cc(C(=O)Nc3ccc(S(=O)(=O)Nc4cc(C)on4)cc3)c3ccccc3n2)c(C)c1,-4,0,1,87,88,-3,-2.8,-31,-2,-17
Cc1c(CCOC(=O)c2ccccc2)sc[n+]1Cc1ccccc1,1,3,11,89,94,4,-1.2,-29,4,x

# Some of the entries so far, field by field.
O=C1OC(Nc2ccc3ncccc3c2)c2ccccc21 (centres undefined)
- Phagocyt inh: 0
- NPY Y2 blocker: 2
- Measles CPE: 11
- PTEN del growth: 99
- bCat KO growth: 96
- Yeast lifespan up: -5
- MRP-1 activ: -1.6
- BB579 growth dn: -25
- GALR2 blocker: 15
- E-sel TNF inh: -7

C=C(C)CSc1nc2c(cc1C#N)CCC2
- Phagocyt inh: 0
- NPY Y2 blocker: 1
- Measles CPE: 18
- PTEN del growth: 102
- bCat KO growth: 100
- Yeast lifespan up: -11
- MRP-1 activ: -0.3
- BB579 growth dn: -4
- GALR2 blocker: -1
- E-sel TNF inh: x

COc1cc(O)oc1C=Nc1ccc(Oc2ccccc2)cc1
- Phagocyt inh: 1
- NPY Y2 blocker: 2
- Measles CPE: 2
- PTEN del growth: 87
- bCat KO growth: 98
- Yeast lifespan up: -26
- MRP-1 activ: -1.9
- BB579 growth dn: 11
- GALR2 blocker: -7
- E-sel TNF inh: 20

BrC(/C=N/Nc1nc(N2CCOCC2)nc(N2CCOCC2)n1)=C/c1ccccc1
- Phagocyt inh: x
- NPY Y2 blocker: -4
- Measles CPE: 4
- PTEN del growth: 39
- bCat KO growth: 60
- Yeast lifespan up: -4
- MRP-1 activ: -3.6
- BB579 growth dn: 10
- GALR2 blocker: 2
- E-sel TNF inh: -10

# (further entries)
SMILES,Phagocyt inh,NPY Y2 blocker,Measles CPE,PTEN del growth,bCat KO growth,Yeast lifespan up,MRP-1 activ,BB579 growth dn,GALR2 blocker,E-sel TNF inh
Cc1ccc(/C=N/NC(=O)c2ccc(C(=O)N/N=C/c3ccc(C)s3)o2)s1,x,0,5,87,91,2,-3.8,-73,6,21
CS(=O)(=O)N(CC(=O)N1CCCCC1)Cc1ccc(Cl)cc1,-3,2,19,88,102,1,-3.2,-1,3,37
Cc1ccsc1C(=O)OCc1csc(-c2ccccc2)n1,-1,5,7,63,62,-12,-2.1,8,6,-13
COc1ccc(OC)c(Nc2nc(-c3sc(N)nc3C)cs2)c1,0,0,5,96,96,-22,-4.6,-70,-5,-7
Cc1cccc[n+]1CC(=O)c1ccc2c(c1)OCCO2,-4,2,17,92,90,8,0.9,-11,3,-37
O=C(NCC1CCCO1)c1nn2cccnc2c1Cl (centres undefined),0,1,16,84,93,-21,-3.2,17,-4,9
CC(=O)Oc1ccc(C(=O)Nc2nccs2)cc1,0,x,10,89,91,-15,-1.3,4,x,x
CCCOc1ccc(Cc2nn[nH]n2)cc1,1,8,4,94,91,-14,-2.8,-43,20,x
CC(C)c1nc(SCC(=O)Nc2cccc(S(N)(=O)=O)c2)n[nH]1,-1,1,12,96,88,5,-1.9,-12,-7,-1
c1ccc2nc3c(nc2c1)CCc1nonc1-3,0,2,6,98,88,-4,-2.4,21,1,15
CC(C)(C)c1ccc(-c2csc(NC(=O)CN3C(=O)NC4(CCCCC4)C3=O)n2)cc1,-1,-1,14,31,37,-8,-0.2,-23,-4,-2
NCCCCCNC(=O)/C=N\O,-4,-2,15,101,96,-4,2.1,-1,-7,-9

# Given with two lines to a compound: part of the list above
# The line under a structure holds: Phagocyt inh | NPY Y2 blocker | Measles CPE | PTEN del growth | bCat KO growth | Yeast lifespan up | MRP-1 activ | BB579 growth dn | GALR2 blocker | E-sel TNF inh
CC(C)(C)c1ccc(-c2csc(NC(=O)CN3C(=O)NC4(CCCCC4)C3=O)n2)cc1
    -1 | -1 | 14 | 31 | 37 | -8 | -0.2 | -23 | -4 | -2
NCCCCCNC(=O)/C=N\O
    -4 | -2 | 15 | 101 | 96 | -4 | 2.1 | -1 | -7 | -9

# Additional records.
SMILES,Phagocyt inh,NPY Y2 blocker,Measles CPE,PTEN del growth,bCat KO growth,Yeast lifespan up,MRP-1 activ,BB579 growth dn,GALR2 blocker,E-sel TNF inh
C(=N\N1CCN(C2c3ccccc3-c3ccccc32)CC1)/c1ccccn1,x,9,0,86,92,-7,0.8,6,6,14
COc1cc(OC)cc(-n2nnnc2SCC(=O)NC2CCCC2)c1,0,3,7,105,100,-6,-2.9,-6,11,23
O=C(Nc1ccc(F)c(F)c1)NC1CCCCC1,-2,4,6,78,76,-12,-3.7,-31,10,-29
Cc1ccnc(SCC(=O)Nc2sc3c(c2C#N)CCC(C(C)(C)C)C3)n1 (centres undefined),-1,-1,2,80,80,-5,4.0,-41,-2,x
CCC1C(=O)N(c2nc(C)cc(C)n2)N=C1C (centres undefined),0,1,12,105,99,3,-0.1,-50,1,-2
Cc1cc(/C=N/n2cnnc2)c(O)c([N+](=O)[O-])c1,8,2,27,89,91,2,-3.2,5,3,x
COc1ccc(C2CC(c3ccc(Br)cc3)=NN2C(=O)CSC2=NCCS2)cc1 (centres undefined),-8,4,12,34,44,7,-5.4,-10,1,x
CCN(CC)CCn1c(/N=C/c2cc(Br)ccc2O)nc2ccccc21,3,1,9,94,84,38*,-3.8,-41,21,-13
CCOc1ccccc1OCC(=O)Nc1ccc(N2CCCCC2)cc1,-1,3,5,66,71,-9,-1.4,-37,-7,-1
Cc1nnsc1C(=O)Nc1cc(Cl)ccc1Cl,x,6,8,102,97,x,-3.0,-49,1,8
Cc1ccc(-n2ncc3c(=O)n(Cc4ccccn4)cnc32)cc1C,x,7,28,93,97,-8,-1.4,-4,2,-3
